EPAC2 antagonist – blocks human EPAC2 exchange factor; AID 720708; EPAC2 GEF exchange of Rap1B-BODIPY-GDP, fluorescence; Potency, µM (doses to about 114 µM), for the others: top-dose activity, negative = inhibition, usual class: inhibitors; hit rate 0.18% among 360,000; further: on the % scale 0 is the no-effect control and ±100 the full control effect; nearly all actives have a fitted effect of over 45% in size; many of its hits are not listed in these tables
Target sequence (Q8WZA2 whole entry, looked up): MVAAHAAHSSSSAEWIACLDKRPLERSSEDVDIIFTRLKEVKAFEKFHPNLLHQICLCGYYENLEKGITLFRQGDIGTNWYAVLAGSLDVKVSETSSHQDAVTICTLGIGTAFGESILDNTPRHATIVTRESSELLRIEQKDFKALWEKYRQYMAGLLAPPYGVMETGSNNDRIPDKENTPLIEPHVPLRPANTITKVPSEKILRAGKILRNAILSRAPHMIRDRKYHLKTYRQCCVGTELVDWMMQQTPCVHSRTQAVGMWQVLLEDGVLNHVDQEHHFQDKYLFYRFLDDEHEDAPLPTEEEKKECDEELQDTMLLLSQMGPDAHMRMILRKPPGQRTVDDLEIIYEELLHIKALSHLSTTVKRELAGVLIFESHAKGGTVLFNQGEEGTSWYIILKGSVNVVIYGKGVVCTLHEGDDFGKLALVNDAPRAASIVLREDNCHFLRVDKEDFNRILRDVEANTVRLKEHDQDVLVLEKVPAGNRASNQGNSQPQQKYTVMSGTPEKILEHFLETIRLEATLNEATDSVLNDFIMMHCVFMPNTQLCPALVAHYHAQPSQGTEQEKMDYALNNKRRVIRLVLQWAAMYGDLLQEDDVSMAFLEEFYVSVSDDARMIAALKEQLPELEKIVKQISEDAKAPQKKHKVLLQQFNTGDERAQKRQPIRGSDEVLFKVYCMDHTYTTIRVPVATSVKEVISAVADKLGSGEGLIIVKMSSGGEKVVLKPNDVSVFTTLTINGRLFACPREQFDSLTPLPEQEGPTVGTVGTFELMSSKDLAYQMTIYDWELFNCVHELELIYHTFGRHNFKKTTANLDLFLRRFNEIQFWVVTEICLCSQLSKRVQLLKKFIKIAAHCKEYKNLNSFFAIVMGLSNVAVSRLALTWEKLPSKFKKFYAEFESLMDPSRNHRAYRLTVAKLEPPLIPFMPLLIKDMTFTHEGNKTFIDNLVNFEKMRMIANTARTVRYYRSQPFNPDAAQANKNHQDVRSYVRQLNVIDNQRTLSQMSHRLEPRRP
A549 viability – counter-screen for Nrf2 inhibitors: cytotoxicity in A549 cells | A549 ARE-Fluc cells, CellTiter-Fluor viability, 18-24 h | Potency, µM (top dose mostly 46 µM), for inactives: top-dose activity change, negative = cytotoxicity, hits mostly inhibitors | hit rate 0.16% among 390,000; further: on the % scale 0 is the no-effect control and ±100 the full control effect
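A549 ARE-Fluc cells in 5% FBS OPTI-MEM, 5000 cells/well, rested 2 h then exposed to compounds in concentration-response for 18-24 h at 37 °C. Viability by CellTiter-Fluor fluorescence (Ex 405/Em 525) after 30 min; luciferase luminescence (BugLite, 15 min, RT) read afterwards.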
Nrf2 block – inhibitors of Nrf2 signaling; A549 ARE-Fluc reporter, luciferase luminescence, 18-24 h; Potency, µM (titrated, usually from 46 µM), for inactives: at the highest dose activity change, negative = inhibition, usual class: inhibitors; hit rate 2.1% among 360,000; further: on the % scale 0 is the no-effect control and ±100 the full control effect; nearly all actives have a fitted effect of over 60% in size
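Nrf2 function is reported as luminescence of an ARE-controlled luciferase in A549 cells. Compounds were tested at several concentrations, and a CellTiter-Fluor read on the same wells flagged cytotoxicity.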
MCF10A rereplic – inducers of DNA re-replication in MCF 10A breast cells | AID 624296 | Potency, µM (doses to about 46.1 µM), for the others: at the highest dose activity, positive = re-replication, actives largely listed as activators | hit rate 2.9% among 350,000 | MCF 10A DNA re-replication, Hoechst nuclear intensity, 48 h; further: % of control where 0% means no effect; nearly all actives have a fitted effect of over 50% in size
Nrf2 activator – Nrf2 pathway activation | AREc32 ARE-luciferase reporter (MCF7-derived line), luminescence, 24 h | Potency, µM (series often up to 46.1 µM), inactives show at the highest dose activation, usual class: activators | hit rate 0.31% among 410,000 | AID 624171; further: % of control where 0% means no effect; nearly all actives have a fitted effect of over 65% in size
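Nrf2 activation is followed as ARE-luciferase induction in the AREc32 line after one day of compound treatment; luminescence is read with Steady-Glo.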
ATXN viability – viability counter-screen for ATXN expression inhibitors; Potency, µM (titrated, usually from 56.7 µM), most hits filed as cytotoxic; S2 cells (HEK-293 line with an ATXN2-luciferase reporter) viability, CellTiter-Fluor protease fluorescence, 24 h; hit rate 0.49% among 400,000; further: nearly all actives have a fitted effect of over 40% in size
TGFb SMAD3 inh – blocks TGF-b signaling | hit rate 1.2% among 410,000 | Potency, µM (top dose mostly 46.1 µM), inactives show at the top dose activity, negative = inhibition, most hits filed as inhibitors | HepG2 CAGA-GFP TGF-b/SMAD3 reporter, GFP fluorescence, 18 h; TGF-beta stimulated, 500 pg/mL final; further: on the % scale 0 is the no-effect control and ±100 the full control effect; nearly all actives have a fitted effect of over 65% in size
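Inhibition of TGF-beta-driven CAGA-GFP reporter expression in HEPG2 cells is measured by cellular GFP fluorescence after 18 h stimulation with 500 pg/mL recombinant TGF-beta in 1% FBS medium at 37 degrees C.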
HepG2 viability – counter-screen for TGF-b inhibitors: cytotoxicity in HepG2 cells. HepG2 CAGA-GFP viability, ATP luminescence, 18 h. Potency, µM (series often up to 46.1 µM), for the others: top-dose activity change, negative = cytotoxicity, most hits filed as cytotoxic. hit rate 0.76% among 410,000. AID 588856; further: some results filed as inactive show a strong effect at the top dose
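HepG2 CAGA-GFP cells (1000/well, DMEM with 1% FBS) received compound, then TGF-beta at 500 pg/mL final, and were incubated 18 hours at 37 degrees C. Viability was read by CellTiter-Glo luminescence. Media-only wells were set as complete cell-killing and DMSO as no toxicity.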
ATXN2 expr inh – reduces ATXN2 reporter expression in HEK-293 cells | HEK-293 ATXN2-luciferase reporter, luminescence, 24 h | Potency, µM (top dose mostly 57 µM), for inactives: at the highest dose activity change, negative = inhibition, actives largely listed as inhibitors | hit rate 0.72% among 360,000 | AID 1745845; further: on the % scale 0 is the no-effect control and ±100 the full control effect; nearly all actives have a fitted effect of over 55% in size
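ATXN2-luciferase reporter cells (luciferase flanked by upstream and downstream ATXN2 gene portions) were treated 24 h at 37 °C with compounds at up to 57 uM. SteadyGlo luminescence gave expression; GF-AFC fluorescence gave viability.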
* hit, by the source's call; i = inactive; ? = inconclusive; nt = no result given; & = joins results of further samples; [ ] = another dose, or the depositor's remark. The call rests on the fitted dose curve; in most records, active means well fitted curve in the direction sought with a large enough effect; inconclusive means small, poorly fitted or top-dose-only effect, or another doubt; inactive means no such curve, though single readings can be large; an effect the other way counts as inactive or inconclusive. Potency means the concentration at half of the fitted maximal effect. This is a subset; rates above refer to the full screens.

Preview (three entries):
1	Cn1c(/C=C/N(Cc2ccccc2)c2ccccc2)c([N+](=O)[O-])c(=O)n(C)c1=O
2	CCOC(=O)c1cc(S(=O)(=O)N(C)c2ccccc2)[nH]n1
3	O=S(=O)(Nc1ccc(Cl)cn1)c1cnc(Cl)c(Br)c1

Assay by compound	1	2	3
EPAC2 antagonist	?	nt	-7%
ATXN2 expr inh	nt	0%	-22%
Nrf2 block	?	nt	-14%
A549 viability	-1%	9%	-5%
Nrf2 activator	0.2%	-0.7%	0.9%
HepG2 viability	9%	0%	-26%
MCF10A rereplic	5%	nt	?
ATXN viability	?	i	i
TGFb SMAD3 inh	7%	-1%	?

All compounds of this part, repeating the preview:
1	Cn1c(/C=C/N(Cc2ccccc2)c2ccccc2)c([N+](=O)[O-])c(=O)n(C)c1=O
2	CCOC(=O)c1cc(S(=O)(=O)N(C)c2ccccc2)[nH]n1
3	O=S(=O)(Nc1ccc(Cl)cn1)c1cnc(Cl)c(Br)c1
4	Cc1c(Cl)cnc(NC(=O)COC(=O)C2CCCC2)c1Cl
5	COc1ccc(S(=O)(=O)NC(=O)C2(C)CCN2C(=O)CC2CC2)cc1 (configuration not stated)
6	CC1=C/C(=C(\c2cc(C)c(O)c(Br)c2)c2ccccc2S(=O)(=O)O)C=C(Br)C1=O
7	CC(C)CNC(=O)c1ccc(C2SCC(=O)N2Cc2ccccc2)cc1 (configuration not stated)
8	O=S(=O)(Nc1ccc(Cl)cn1)c1ccc(Cl)cc1
9	COc1ccc(-c2nn3c(-c4cc(-c5ccccc5)n[nH]4)nnc3s2)cc1OC
10	COc1ccccc1COc1ccc2c(C)c(CCC(=O)O)c(=O)oc2c1C

Assay by compound	1	2	3	4	5	6	7	8	9	10
EPAC2 antagonist	?	nt	-7%	2%	-1%	40µM*	-4%	1%	nt	-2%
ATXN2 expr inh	nt	0%	-22%	6%	4%	?	-24%	11%	nt	-5%
Nrf2 block	?	nt	-14%	-4%	nt	?	?	-6%	1%	?
A549 viability	-1%	9%	-5%	5%	nt	16µM*	-9%	3%	5%	-12%
Nrf2 activator	0.2%	-0.7%	0.9%	-0.8%	0.5%	-2.5%	0.0%	-1.4%	nt	-0.3%
HepG2 viability	9%	0%	-26%	5%	2%	-39%	0%	-8%	-1%	-2%
MCF10A rereplic	5%	nt	?	-1%	nt	2%	?	4%	nt	-14%
ATXN viability	?	i	i	i	i	11µM*	?	i	nt	i
TGFb SMAD3 inh	7%	-1%	?	2%	1%	-15%	7%	-5%	6%	?

Values in list order from the entries so far:
ATXN2 expr inh, nos. 1 to 10 → nt, 0%, -22%, 6%, 4%, ?, -24%, 11%, nt, -5%
TGFb SMAD3 inh, nos. 1 to 10 → 7%, -1%, ?, 2%, 1%, -15%, 7%, -5%, 6%, ?
MCF10A rereplic, nos. 1 to 10 → 5%, nt, ?, -1%, nt, 2%, ?, 4%, nt, -14%

Continuation:
11	CC1N/C(=C\C(=O)c2ccccc2)N(O)C1(C)C (configuration not stated)
12	O=C(C1=C[C@H](c2ccc(Br)cc2)C[C@H](OCCCCO)O1)N1CCN(Cc2ccccc2)CC1
13	CN1CCN(C(=O)c2ccc3c(=O)n4c(nc3c2)CCCCC4)CC1
14	CCC(C)NC(=O)c1cn(-c2cccc(C)n2)cn1 (configuration not stated)
15	CCc1cccc(C)c1NC(=O)COC(=O)C(NS(=O)(=O)c1ccc(Cl)cc1)C(C)O (configuration not stated)
16	Cc1ccc(-c2cccc(CN3CCN(C4CCN(C(C)C)CC4)C(CCO)C3)c2)o1 (configuration not stated)
17	O=C(NCc1ccccc1Cl)c1ccc2c(c1)nnn2C1CCCC1
18	COc1ccc(-n2nc(C(=O)NCC(=O)N3CCC(C)CC3)c3ccccc3c2=O)c(OC)c1
19	c1ccc(CC2CCN(c3nnnn3-c3ccccc3)CC2)cc1
20	COCCNC(=O)CSc1nnc(NC(=O)C2CC(=O)N(c3ccccc3OC)C2)s1 (configuration not stated)

Assay by compound	11	12	13	14	15	16	17	18	19	20
EPAC2 antagonist	-4%	1%	2%	2%	7%	2%	nt	-1%	-5%	0%
ATXN2 expr inh	-11%	-31%	-21%	10%	-5%	-24%	13%	21%	-11%	-10%
Nrf2 block	?	-1%	nt	nt	3%	12%	?	?	-16%	3%
A549 viability	0%	2%	5%	2%	-7%	-14%	21%	-7%	-13%	-7%
Nrf2 activator	-0.1%	4.2%	0.3%	-0.6%	0.2%	2.1%	1.2%	2.7%	0.3%	-0.2%
HepG2 viability	-3%	-20%	11%	1%	-1%	-31%	-25%	0%	-43%	1%
MCF10A rereplic	1%	-74%[inhibitor]	-1%	-1%	1%	9%	nt	-2%	-12%	-1%
ATXN viability	?	i	i	i	i	i	i	i	i	i
TGFb SMAD3 inh	-22%	?	0%	-18%	41%[activator]	-9%	-7%	6%	?	2%

21	COc1ccc(C(=O)NCC(=O)OCc2csc(-c3ccccc3)n2)cc1
22	COc1ccc(OCCSc2nnc(-c3ccccc3)n2N)cc1
23	CC(C)C(c1nnnn1Cc1ccc(F)cc1)N1CCN(C2CCCC2)CC1 (configuration not stated)
24	CCN(CC)C(=O)c1c[nH]c2ccc(S(=O)(=O)Nc3cc(C)cc(C)c3)cc2c1=O
25	O=Cc1ccc(B(O)O)cc1
26	Cc1ccc(CSc2nnc(-c3ccncc3)n2C)cc1
27	COc1cc(C2c3c(c(C)c(C)oc3=O)Oc3c(C)c(C)oc(=O)c32)ccc1OS(=O)(=O)c1ccc(C)cc1
28	Cc1c(Cl)cccc1NC(=O)Cn1c(-c2ccc(F)cc2)noc1=O
29	O=S(=O)(NCc1cccs1)c1cccc2cccnc12
30	Cc1c(Cl)cccc1NC(=O)C(=O)NNC(=O)c1ccccc1F

Assay by compound	21	22	23	24	25	26	27	28	29	30
EPAC2 antagonist	4%	6%	2%	-3%	nt	0%	27%	-1%	-7%	1%
ATXN2 expr inh	-4%	0%	-13%	7%	nt	?	-4%	-25%	0%	-1%
Nrf2 block	8%	7%	1%	-19%	?	-16%	-8%	15%	nt	?
A549 viability	2%	-4%	-2%	6%	-1%	-9%	-6%	2%	8%	-13%
Nrf2 activator	2.3%	3.1%	-0.4%	-0.9%	nt	0.3%	7.0%	0.6%	-1.1%	0.0%
HepG2 viability	9%	-20%	-17%	-4%	-3%	2%	1%	7%	-8%	-17%
MCF10A rereplic	26%	0%	-2%	1%	nt	3%	29%	-14%	2%	18%
ATXN viability	i	i	i	i	nt	i	i	i	i	i
TGFb SMAD3 inh	-5%	1%	-9%	-18%	-2%	-8%	-6%	-1%	-14%	14%

31	Cc1ccc2oc(=O)c(/C=C(\O)CC(C)C)nc2c1
32	O=C(N/N=C/c1cc(Cl)cc(Cl)c1O)c1ccncc1
33	Cc1[nH]c(=S)c(C#N)c(C)c1Cc1ccc(Cl)cc1Cl
34	O=C(NCc1ccccn1)Nc1ccc(Cl)cc1Cl
35	Cc1cc(C)cc(NS(=O)(=O)c2cnc(Cl)c(Cl)c2)c1
36	CC(C)(C)c1ccc(/C=C2\SC(=O)N=C2N)cc1
37	CCOc1ccc(N(CC(=O)NCCSCc2ccccc2)S(=O)(=O)c2ccccc2)cc1
38	CC1CCc2sc(C(=O)OCC(=O)NCc3ccc(F)cc3)cc2C1 (configuration not stated)
39	COc1ccc(-c2sc3cc4c(cc3c2C#CC2(O)CCCCC2)OCO4)cc1
40	CCOC(=S)NC(=O)c1sc2ccccc2c1Cl

Assay by compound	31	32	33	34	35	36	37	38	39	40
EPAC2 antagonist	-8%	23%	8%	-4%	-5%	6%	-11%	-14%	2%	1%
ATXN2 expr inh	13%	nt	nt	34%[activator]	-10%	34%	-15%	?	-1%	-7%
Nrf2 block	-10%	9.2µM*	-4%	9%	-12%	12%	-6%	16%	-10%	-13%
A549 viability	-8%	-8%	6%	2%	-15%	-10%	-7%	4%	-2%	2%
Nrf2 activator	?	-0.9%	0.3%	0.1%	?	2.1%	-0.6%	0.0%	8.7%	3.3%
HepG2 viability	-12%	-54%	1%	5%	-43%	-16%	-4%	-20%	-3%	-21%
MCF10A rereplic	?	?	0%	?	?	-6%	2%	19%	23µM*	-7%
ATXN viability	i	i	i	i	i	i	i	i	i	i
TGFb SMAD3 inh	-22%	?	-17%	4%	-28%	0%	-3%	0%	-71%	-16%

41	Cc1ccc(-c2n[nH]c(=S)n2/N=C/c2ccncc2)cc1
42	O=C(CCC(=O)N1CCCCCC1)Nc1ccc([N+](=O)[O-])cc1
43	OC1C(O)C(O)C(O)C(O)C1O (configuration not stated)
44	CC(C)C(c1nnnn1C(C)(C)C)N1CCN(Cc2cccnc2)CC1 (configuration not stated)

Assay by compound	41	42	43	44
EPAC2 antagonist	0%	9%	4%&7%&3%	10%
ATXN2 expr inh	17%	-11%	3%&3%&2%&2%	-3%
Nrf2 block	?	0%	-18%&-20%&-1%	-7%
A549 viability	0%	-8%	-18%&0%&-1%	3%
Nrf2 activator	1.5%	2.1%	0.2%&0.3%&-0.3%	-1.0%
HepG2 viability	-2%	3%	17%&3%&1%	5%
MCF10A rereplic	1%	4%	-1%&1%&1%&13%	-6%
ATXN viability	i	i	i	i
TGFb SMAD3 inh	7%	0%	0%&-1%&-1%	-1%

From PubChem BioAssay
